Screening data as filed in PubChem BioAssay.
ADAM17 inh – ADAM17 inhibitors, primary screen, biochemical, QFRET; recombinant ADAM17, EDANS/DABCYL FRET peptide cleavage; Disintegrin and metalloproteinase domain-containing protein 17 (Homo sapiens), P78536; inhibition, % at 6.95 µM; actives 0.83% (n = 370,000);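 active means inhibition above the mean of compounds lying between control limits plus 3 SD, set per campaign, cut at about 8.5% in these data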;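 further: 0% = DMSO-only wells as the low control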
PLCb3 inh – human PLC-beta3 inhibitors, primary screen, biochemical, fluorescence | 1-phosphatidylinositol 4,5-bisphosphate phosphodiesterase beta-3 (Homo sapiens), Q01970 | Purified PLC-beta3, fluorogenic substrate | inhibition, % at 12.2 µM | actives 0.18% (n = 370,000) | AID 720704, 2013; in the data active means inhibition above about 11%;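 further: 0% = median of compound wells on plate and 100% = full blocker control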
ssDAF12 agonist – S. stercoralis DAF-12 nuclear receptor activators, primary screen, cell-based, luminescence, HEK293, GRIP1 co-expression, lit1-tk-luc. Nuclear hormone receptor DAF-12 (Strongyloides stercoralis). HEK293 ssDAF-12/GRIP1 lit1-tk-luc reporter; % of 3 µM dafachronic acid response. activation, % at 6.8 µM. actives 1% (n = 370,000). AID 652126, 2013;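 active means activation above the mean over all tested compounds plus 3 SD, cut at about 0.9% in these data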;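 further: 0% = DMSO-only wells and 100% = 3 µM delta7-dafachronic acid wells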
ADAM10 inh – human ADAM10 inhibitors, primary screen, biochemical, QFRET, HTS; Disintegrin and metalloproteinase domain-containing protein 10 (Homo sapiens), O14672; recombinant ADAM10, EDANS/DABCYL FRET peptide cleavage, 3 h; inhibition, % at 7 µM; actives 0.62% (n = 370,000); AID 720582, 2013;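 active means inhibition above a per-campaign cutoff equal to the mean of compounds falling between control-based bounds plus 3 SD, cut at about 20% in these data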;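 further: 0% = DMSO wells while the 100% control is not disclosed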
Target sequence (O14672 214-748 limits assumed): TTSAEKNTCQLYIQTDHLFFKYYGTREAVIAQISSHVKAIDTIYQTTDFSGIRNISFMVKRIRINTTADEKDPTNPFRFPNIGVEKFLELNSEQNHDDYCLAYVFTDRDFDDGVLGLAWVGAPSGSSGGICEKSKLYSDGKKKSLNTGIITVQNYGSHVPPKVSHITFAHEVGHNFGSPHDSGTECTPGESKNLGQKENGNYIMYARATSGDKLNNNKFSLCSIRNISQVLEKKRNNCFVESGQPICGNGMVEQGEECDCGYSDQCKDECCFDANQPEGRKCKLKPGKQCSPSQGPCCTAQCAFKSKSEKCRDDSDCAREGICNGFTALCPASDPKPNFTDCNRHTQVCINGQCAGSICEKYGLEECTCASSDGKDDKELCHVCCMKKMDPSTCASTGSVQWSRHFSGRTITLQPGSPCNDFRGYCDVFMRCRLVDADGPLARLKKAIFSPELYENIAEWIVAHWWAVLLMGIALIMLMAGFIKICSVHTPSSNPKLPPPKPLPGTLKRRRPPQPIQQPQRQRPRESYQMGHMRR
hcDAF-12 act – H. contortus DAF-12 nuclear receptor activators, primary screen, cell-based, luminescence, HEK293, lit1-tk-luc reporter; actives 1.4% (n = 370,000); HEK293 hcDAF-12 lit1-tk-luc reporter; 0% DMSO, 100% Δ7-dafachronic acid; AID 652067, 2013; activation, % at 6.8 µM;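 active means activation above the mean of all tested compounds plus 3 SD, cut at about 5.5% in these data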;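 further: 100% = response to 3 µM Δ7-dafachronic acid high control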
hgDAF12 agonist – H. glycines DAF-12 receptor agonists, primary screen, cell-based, luminescence, HEK293, GAL4 fusion, UAS-luciferase; activation, % at 6.8 µM; Nuclear hormone receptor DAF-12 (Heterodera glycines), GAL4 fusion; actives 1.8% (n = 370,000); HEK293 GAL4-hgDAF12 UAS-luciferase reporter, agonist luminescence; normalized to butyrate control; AID 687014, 2013;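 active means activation above a cutoff set at the mean of all screened compounds plus 3 SD, cut at about 10% in these data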;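 further: 0% = DMSO wells and 100% = sodium butyrate wells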
DAX1 inh-1 – DAX1 (NR0B1) inhibitors, primary screen, cell-based, HEK293, Gal4-DAX1, luciferase luminescence; Nuclear receptor subfamily 0 group B member 1 (Homo sapiens), P51843; HEK293 Gal4-DAX1 luciferase reporter; inhibition, % at 6.75 µM; actives 0.99% (n = 340,000); AID 504766, 2011;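 active means inhibition above the mean over all tested compounds plus 3 SD, cut at about 4.2% in these data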;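 further: 0% = DAX1-transfected cells with DMSO and 100% = empty-vector control cells with DMSO; inhibition shows as a rise in luminescence from relieved DAX1 repression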
Target sequence (P51843 207-470 limits assumed): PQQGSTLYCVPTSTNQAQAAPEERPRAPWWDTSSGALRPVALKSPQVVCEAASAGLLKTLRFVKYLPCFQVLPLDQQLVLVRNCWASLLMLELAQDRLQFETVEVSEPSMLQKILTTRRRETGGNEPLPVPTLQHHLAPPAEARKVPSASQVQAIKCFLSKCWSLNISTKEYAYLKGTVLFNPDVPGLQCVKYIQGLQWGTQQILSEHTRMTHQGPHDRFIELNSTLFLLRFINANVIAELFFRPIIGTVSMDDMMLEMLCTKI
HGIII-sPLA2 inh – human group III sPLA2 inhibitors, primary screen, biochemical, QFRET, BODIPY PC-A2 liposome substrate; Group 3 secretory phospholipase A2 (Homo sapiens), Q9NZ20; QFRET BODIPY PC-A2 liposome hydrolysis, fluorescence; actives 0.56% (n = 370,000); inhibition, % at 12.2 µM;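 active means inhibition above mean plus 3 SD of compounds lying within the high and low control bounds, cut at about 19% in these data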;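 further: 0% = median of test compound wells and 100% = no enzyme DMSO wells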
GAA850 FXN act – FXN promoter activators, primary screen, cell-based, luciferase luminescence, HEK293 lucGAA850. actives 0.56% (n = 360,000). activation, % at 6 µM. HEK293 lucGAA850 FXN promoter luciferase reporter, 24 h; percent of 10 µM SAHA response. AID 540364, 2011;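 active means activation above the average of all compounds screened plus 3 SD, cutoff fixed separately per campaign, cut at about 7.5% in these data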;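 further: 0% = DMSO wells and 100% = 10 µM SAHA wells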
PLCg1 inh – PLC-gamma1 enzyme inhibitors, primary screen, biochemical, fluorescence, purified enzyme | 1-phosphatidylinositol 4,5-bisphosphate phosphodiesterase gamma-1 (Homo sapiens), P19174 | fluorogenic substrate | inhibition, % at 12.2 µM | actives 0.84% (n = 370,000) | AID 720700, 2013; in the data active means inhibition above about 9.5%
DAX1 inh-2 – DAX1 (NR0B1) inhibitors on StAR promoter, primary screen, cell-based, luminescence, SF-1 (NR5A1), full-length DAX-1. HEK293T StAR-luciferase reporter, SF-1/DAX-1 repression relief. inhibition, % at 6.8 µM. actives 1.1% (n = 370,000). AID 652010, 2013;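 active means inhibition above the mean over all tested compounds plus 3 SD, cut at about 3.6% in these data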;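 further: 0% = DAX-1 cells with DMSO and 100% = cells lacking DAX-1 with DMSO; higher inhibition means more luminescence from relief of DAX-1 repression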
The depositor's hits bear a star; i = inactive; . = not tested or not shown.

SMILES	ADAM17 inh	PLCb3 inh	ssDAF12 agonist	ADAM10 inh	hcDAF-12 act	hgDAF12 agonist	DAX1 inh-1	HGIII-sPLA2 inh	GAA850 FXN act	PLCg1 inh	DAX1 inh-2
COCCNC(=O)C1CCC(CNS(=O)(=O)c2ccc(F)cc2)CC1 (centres undefined)	-8	-2	-0.9	-5	-0.3	-2.6	0.5	15	0.3	3	0.3
Cc1ccc(C(c2sc3nc(C)nn3c2O)N2CCN(c3ccc(F)cc3)CC2)cc1 (centres undefined)	-3	-1	-1.2	-3	-1.2	1.0	0.2	-7	0.5	0	-0.1
CNc1ccc([N+](=O)[O-])cc1C(=O)O	0	2	-1.8	9	-0.2	1.2	0.1	3	0.8	4	0.4
O=c1[nH]c2ccc(S(=O)(=O)N3CCN(c4ccc(F)cc4)CC3)cc2o1	-4	-6	-1.0	-1	0.3	-0.7	2.3	2	-0.2	-1	0.7
Cn1ncc(Br)c1C(=O)Nc1ccc(F)cc1F	-3	1	0.0	-4	-0.4	0.3	-1.4	4	0.8	5	-0.1
COc1ccc([C@H]2CC(=O)C=C(c3ccccc3C(F)(F)F)C2)cc1	2	-7	-1.2	5	-1.5	-1.1	-0.6	-8	1.7	-6	-0.4
CCOC(=O)c1ccc(NC(=O)CCc2nc(-c3ccccc3)no2)cc1	7	-3	-1.3	11	-0.9	-1.5	1.2	-55	-1.0	0	-1.0
CCCC(C)NC(=O)c1nc(-c2ccccc2)n(-c2ccccc2)n1 (centres undefined)	-1	-1	-0.8	1	-1.2	-1.6	-1.3	-10	2.0	-1	-0.5
O=C(O)C1Cc2ccccc2CN1C(=O)c1ccccc1 (centres undefined)	-3	0	-0.8	-3	-0.4	-1.5	0.8	-5	1.3	1	0.1
O=C(CN1CCN(S(=O)(=O)c2ccccc2[N+](=O)[O-])CC1)Nc1ccc(N2CCOCC2)cc1	3	-5	-1.4	-1	-0.9	2.1	-1.0	1	-1.6	2	-0.2
NC(=O)Cn1cc(/C=N\NS(=O)(=O)c2cccc([N+](=O)[O-])c2)c2ccccc21	-5	-6	-1.3	-2	2.0	-2.9	-0.8	6	1.4	-3	0.2
O=C(c1cc(COc2ccc(-n3cncn3)cc2)on1)N1CCCC1	3	-2	-1.2	-4	-1.1	2.1	0.0	8	4.0	14*	-0.6
Cn1nnnc1SCC(=O)Nc1cccc([N+](=O)[O-])c1	0	2	-1.2	-1	-0.3	3.1	.	-4	1.7	-1	0.0
CC(=O)OC(/C(O)=C(\C#N)c1nc2ccccc2[nH]1)c1ccccc1 (centres undefined)	4	0	-0.8	10	-0.6	-4.0	-0.2	-24	-0.1	-3	-0.4
CCCCn1nnnc1SCC(=O)Nc1ccc(C)cc1	-5	-3	-0.6	4	-0.9	1.7	-1.7	-5	0.0	2	-1.1
COc1ccc(/C=N/NC(=O)C(C)N(c2ccc(OC)cc2)S(C)(=O)=O)cc1 (centres undefined)	-4	-1	-1.3	-9	-2.6	0.8	-1.4	1	-0.9	-1	-0.3
CC[C@H]1C=C[C@@H](C(=O)NS(=O)(=O)c2ccc(C)cc2)N(C(C)=O)C1	-5	-15	-1.1	-24	-0.6	-1.9	.	-3	.	41*	-0.8
O=S(=O)(c1ccccc1)N1CCCc2nc(-c3ccc(F)cc3)ccc21	4	0	-1.1	7	0.5	-1.1	.	2	.	4	-0.5
CC(=O)c1ccc(NC(=O)CSC(C)C)cc1	-6	3	-0.3	-1	-0.6	1.8	0.8	-3	2.3	-1	0.5
Nc1c(C(=O)c2ccccc2)oc2ccc(Br)cc12	-6	-100	1.3*	-22	9.9*	13*	5.7*	-6	3.8	-82	4.3*
O=C(NCc1ccccc1)C1CC(=O)N(c2ccc(OCC(=O)N3CCOCC3)cc2)C1 (centres undefined)	0	-5	-0.9	0	-1.6	0.1	2.0	-2	0.8	0	0.1
CCC(=O)N/N=c1/sc2ccccc2n1C	-2	2	-0.1	10	0.3	1.6	0.1	5	-0.5	7	0.3
O=C1Cc2cc(NS(=O)(=O)c3ccc([N+](=O)[O-])cc3)cc3c2N1CCC3	-2	-5	-1.3	-7	-1.2	0.6	-1.7	2	-0.4	1	-0.7
O=C(O)CC(NCc1ccco1)C(=O)OCCc1ccccc1 (centres undefined)	-7	3	-1.2	-8	0.5	1.1	1.1	-2	-1.6	-1	-0.3
CC(=O)NC1C(OCc2ccccc2)OC2COC(c3ccccc3)OC2C1OCC(=O)O (centres undefined)	-1	-1	-1.5	-6	-0.1	-4.5	-0.8	3	0.9	1	-0.5
COc1ccc(NC(=O)NNC(=O)C(C)Oc2ccc(C(C)C)cc2)c(OC)c1 (centres undefined)	-1	-4	-1.1	9	-1.1	-1.5	-0.2	-10	-0.2	0	-0.5
COC(=O)c1ccccc1NC(=O)Cn1cnc2ccc(S(=O)(=O)N3CCC(C)CC3)cc2c1=O	-2	4	-1.3	-3	0.6	1.2	-0.3	4	2.9	6	0.0
Cc1ccc(-c2nn(-c3ccccc3)cc2CNCc2ccccc2)cc1	-3	1	-1.3	6	-2.3	2.0	.	-5	1.8	5	-0.5
CCC1=C(OC(=O)N(CC)CC)N2C(=O)OC(=NCC3CC3)[C@]2(Cc2ccccc2)[C@H]2C1=CC[C@H]1C(=O)N(CC)C(=O)[C@H]12	-10	1	-1.0	3	-2.1	-0.7	1.4	-11	-2.8	-1	0.5
COc1ccc(-n2c(=S)[nH]c3ncccc3c2=O)cc1	-6	-7	-1.5	-4	-0.5	1.5	-0.7	7	0.7	1	-0.3
CC(=O)Nc1ccc(S(=O)(=O)/N=C2\SCCN2S(=O)(=O)c2ccc(NC(C)=O)cc2)cc1	-3	3	-0.9	-2	-0.6	5.3	0.8	-4	-0.6	2	-0.7
O=C1CC(=O)Nc2ccccc2N1	-4	4	-0.5	-21	-0.5	2.0	-1.3	6	-1.8	4	-0.1
CC(C)=CCCC(C)CN1CCC(n2nccc2NC(=O)c2ccc3c(c2)OCO3)CC1 (centres undefined)	-3	-4	-0.9	11	-0.2	0.0	0.4	-14	-1.1	2	0.3
COC(=O)c1ccc(CN2[C@H](C(=O)OC)C[C@@]3(O)[C@@H](O)[C@@H](O)[C@@H](O)C[C@@H]23)cc1	0	1	-1.0	6	1.1	1.5	2.7	3	-0.8	-1	1.1
CCN(CC)C(=O)c1nc[nH]c1C(=O)N1CCc2ccccc2C1	-4	0	-0.4	-4	1.2	0.7	0.2	2	1.5	-4	0.1
CCC1S/C(=N/N=C/c2ccco2)N(Cc2ccccc2C)C1=O (centres undefined)	3	-6	-1.6	12	-2.7	-0.7	-0.3	-10	0.9	2	-0.6
Cc1cc(C)nc(SC(C)C(=O)O)n1 (centres undefined)	-3	2	-1.2	2	-0.6	0.8	1.9	-2	1.5	0	0.0
CC(CS(=O)(=O)c1cccc2cccnc12)N1CCCCC1 (centres undefined)	-8	-11	-1.5	-12	-2.1	1.0	-0.5	4	0.1	-11	-0.6
CC(C)(C)OC(=O)CNC(=O)c1nc[nH]c1C(=O)NCC(=O)OC(C)(C)C	0	2	-1.6	-7	-0.1	2.5	-0.2	-3	-0.5	3	0.6
Cc1ccc(S(=O)(=O)N(CC(=O)N/N=C/c2cccc(C)c2)c2cccc3cccnc23)cc1	6	-1	-1.3	-9	0.5	-2.6	0.8	14	-0.7	11*	-0.4
CC(=O)C(c1ccccc1)C(c1ccccc1)C(C)[N+](=O)[O-] (centres undefined)	-1	2	0.7	-4	-0.9	1.4	-0.5	-5	-2.9	2	0.0
COc1ccc(NC(=O)c2cc(C)nc3ccccc23)c(OC)c1	-3	-6	-1.1	1	-1.0	-0.2	-0.1	4	1.2	0	-0.9
CCOc1ccc(S(=O)(=O)N2CCCC(C(=O)NCCN3CCOCC3)C2)cc1Cl (centres undefined)	-5	-4	-0.3	4	-1.6	-0.1	-0.2	3	0.7	0	-0.2
CC1(c2ccccc2)NC(=O)N(CC(=O)Nc2ccc(S(=O)(=O)NC3=NCCCCC3)cc2)C1=O (centres undefined)	-2	-4	-1.3	-7	2.7	-0.3	-0.8	-2	3.3	1	1.1
CC(CCc1ccc(O)cc1)NC1c2ccccc2-c2ccccc21 (centres undefined)	4	-1	-1.5	11	-1.2	-2.0	2.5	-16	-1.9	4	-0.9
COc1ccc(S(=O)(=O)N(CC(=O)NCc2ccco2)c2ccc(C)cc2)cc1OC	2	-2	-1.1	10	0.5	-1.8	1.4	-7	0.7	3	-0.4
COC(=O)c1nc2ccc(N3CCOCC3)cc2c(C)c1C(=O)OC	-13	i	-0.7	-36	2.8	10.0	0.1	2	5.6	i	2.1
CC(O)c1nc2ccccc2n1CC(=O)Nc1ccc2c(c1)OCCO2 (centres undefined)	2	-3	-0.9	5	0.8	-2.2	-0.3	-2	-1.8	2	-0.3
Cc1cc(N2CCN(c3ccccc3)CC2)nc(-c2ccccc2O)n1	-5	-19	-1.1	-1	-1.1	2.0	-0.9	3	1.9	-12	0.9
CSc1nc2oc3c(c2c2nncn12)CC(C)(C)SC3	-68	-47	-1.1	-182	-0.2	-1.6	0.2	11	-0.7	-41	-0.1

3 records picked at random from the list so far, as already listed:
SMILES	ADAM17 inh	PLCb3 inh	ssDAF12 agonist	ADAM10 inh	hcDAF-12 act	hgDAF12 agonist	DAX1 inh-1	HGIII-sPLA2 inh	GAA850 FXN act	PLCg1 inh	DAX1 inh-2
CC(CS(=O)(=O)c1cccc2cccnc12)N1CCCCC1 (centres undefined)	-8	-11	-1.5	-12	-2.1	1.0	-0.5	4	0.1	-11	-0.6
CC(=O)C(c1ccccc1)C(c1ccccc1)C(C)[N+](=O)[O-] (centres undefined)	-1	2	0.7	-4	-0.9	1.4	-0.5	-5	-2.9	2	0.0
COc1ccc(NC(=O)c2cc(C)nc3ccccc23)c(OC)c1	-3	-6	-1.1	1	-1.0	-0.2	-0.1	4	1.2	0	-0.9
